# TRPV1 ag – activates the human vanilloid receptor TRPV1. Q8NER1. TRPV1-expressing cells, Fluo-8 calcium influx, agonist mode. 0.19% of 320,000 active. activation, % at 8.33 µM; in the data active = activation above about 80%; inconclusive = between about 30% and that limit; note: 0% is about no effect
#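 TRPV1-expressing cells were cultured overnight at 35.5C and loaded with Fluo-8 calcium dye for 40 to 90 min at room temperature. After a 10 s baseline, compound was added and calcium influx was read kinetically for 3 min (ex 480/em 520 nm).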
# PKM2 act – activators of human pyruvate kinase M2. P14618. purified PKM2, Kinase-Glo ATP luminescence, activation; response scale: 0% is enzyme alone, no compound. Potency, µM (titrated, usually from 57.5 µM), inactives show at the top dose activation, hits mostly activators. 0.34% of 260,000 active; note: potency is the fitted concentration of half-maximal effect; % is set by controls: 0 for no effect and ±100 for the full control effect; nearly all actives have a fitted effect of over 55% in size
#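 hPK-M2, >95% pure; 0.1 mM ADP / 0.5 mM PEP final; imidazole pH7.2 buffer w/ 7 mM MgCl2, 50 mM KCl; 1 h RT; Kinase-Glo lum. Intermediate enzyme activity for dual inhibitor/activator qHTS.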
# hERG WT inh – inhibitors of human wildtype KCNH2 potassium channel. Q12809. U2OS, BacMam KCNH2, thallium flux FluxOr; active compounds read low. activity change, % at 1.84 µM. 0.37% of 340,000 active. AID 720551;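 active = maximum activity change below -70%; inconclusive = maximum activity change between -70% and -50%; inactive = maximum activity change above -50%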; note: % is set by controls: 0 for no effect and ±100 for the full control effect
# Target sequence (Q12809 whole entry, looked up): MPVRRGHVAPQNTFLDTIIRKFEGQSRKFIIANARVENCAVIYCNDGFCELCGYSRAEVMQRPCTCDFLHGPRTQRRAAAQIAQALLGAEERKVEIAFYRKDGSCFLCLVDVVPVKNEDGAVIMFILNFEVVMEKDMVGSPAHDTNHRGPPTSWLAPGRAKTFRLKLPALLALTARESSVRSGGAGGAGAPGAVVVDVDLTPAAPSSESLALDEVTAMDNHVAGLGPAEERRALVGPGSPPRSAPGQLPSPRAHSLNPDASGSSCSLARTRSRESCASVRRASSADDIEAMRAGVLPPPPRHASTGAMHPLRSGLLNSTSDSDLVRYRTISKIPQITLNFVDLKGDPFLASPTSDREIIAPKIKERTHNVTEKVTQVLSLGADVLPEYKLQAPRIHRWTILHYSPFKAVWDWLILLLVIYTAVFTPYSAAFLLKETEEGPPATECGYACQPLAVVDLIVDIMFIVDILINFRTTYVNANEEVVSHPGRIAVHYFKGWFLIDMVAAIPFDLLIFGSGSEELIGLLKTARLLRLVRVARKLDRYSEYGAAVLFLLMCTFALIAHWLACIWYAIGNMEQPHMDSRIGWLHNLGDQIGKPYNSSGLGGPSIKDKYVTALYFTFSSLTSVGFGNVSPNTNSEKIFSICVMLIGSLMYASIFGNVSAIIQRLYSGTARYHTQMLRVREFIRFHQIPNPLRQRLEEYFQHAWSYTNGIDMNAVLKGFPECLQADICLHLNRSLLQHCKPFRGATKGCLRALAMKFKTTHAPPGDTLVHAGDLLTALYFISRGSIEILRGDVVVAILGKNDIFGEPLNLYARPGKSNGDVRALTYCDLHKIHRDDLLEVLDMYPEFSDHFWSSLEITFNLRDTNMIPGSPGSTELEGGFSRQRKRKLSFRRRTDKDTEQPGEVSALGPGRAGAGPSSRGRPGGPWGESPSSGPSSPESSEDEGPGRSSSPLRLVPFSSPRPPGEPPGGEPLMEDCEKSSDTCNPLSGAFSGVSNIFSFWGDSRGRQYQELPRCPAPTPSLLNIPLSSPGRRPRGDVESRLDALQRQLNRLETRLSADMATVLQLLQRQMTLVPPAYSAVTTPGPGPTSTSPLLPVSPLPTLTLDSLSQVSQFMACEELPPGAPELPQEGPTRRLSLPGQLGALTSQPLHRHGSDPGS
#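 U2OS cells transduced with wild-type KCNH2 virus are loaded with FluxOr dye for 45 min, and thallium flux is measured in kinetic reads before and after stimulation buffer. Rate constants are normalized to DMSO controls.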
# B2AR arrestin – recruits beta-arrestin to the human beta2-adrenergic receptor; P07550; beta-arrestin recruitment to beta2AR, cell-based reporter; Potency, µM (doses to about 46.1 µM), for inactives: at the top dose activation, actives largely listed as activators; 0.02% of 330,000 active; AID 492947;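 note: potency is the fitted concentration of half-maximal effect; 0% = DMSO controls and full agonism = EC100 isoproterenol or metaproterenol; nearly all actives have a fitted effect of over 65% in size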
# CXXC DNA block – inhibitors of human MLL CXXC domain-DNA interaction; 0.037% of 290,000 active; AID 2662; MLL-CXXC / FITC-HOXA9 DNA fluorescence polarization; Potency, µM (highest dose often 115 µM), without a hit: at the top dose activity change, negative = inhibition, usual class: inhibitors; active = well fitted inhibition curve with a large enough effect in the polarisation, with a control signal flat, not every such curve was filed as active; inconclusive = small, poorly fitted or top-dose-only effect, or effect the other way, or a change in a side signal; inactive = no such curve, though single readings can be large or run the other way; the % refers to the polarisation; note: potency is the fitted concentration of half-maximal effect
#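 Purified MLL-CXXC (added from a 7 uM solution) was preincubated 5 min at ambient with pinned compounds in 50 mM Tris-HCl pH 7.5, 50 mM NaCl, 1 mM DTT, 0.05% BSA. Fluorescein-labeled HOX-A9 DNA (50 nM solution) followed, 30 min, then polarization read.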
# KCNH2 3.1 inh – KCNH2 3.1 (human) potassium channel inhibition; U2OS KCNH2 3.1, thallium flux FluxOr; active compounds read low; activity change, % (tested at about 1.8 µM); 0.95% of 340,000 active; AID 720553;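 active = maximum activity change below -70%; inconclusive = maximum activity change from -70% to -50%; inactive = maximum activity change above -50%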;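 note: thallium influx rate constant from kinetic fluorescence after stimulation buffer; % is set by controls: 0 for no effect and ±100 for the full control effect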
#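 Virally transduced U2OS (3.1 isoform, 4 h infection in dark at RT) → overnight 37 C → FluxOr + Red40 in HBSS/HEPES, 45 min → stimulation buffer, 2 min kinetic read → rate constant vs DMSO controls.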
# GALK inhibitor – blocks human galactokinase activity | P51570 | AID 1868 | Potency, µM (series often up to 57.5 µM), inactives show at the top dose activity change, negative = inhibition, most hits filed as inhibitors | 0.007% of 270,000 active | Purified GALK, Kinase-Glo residual ATP luminescence; note: potency is the fitted concentration of half-maximal effect; % is set by controls: 0 for no effect and ±100 for the full control effect
#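 Luminescence from leftover ATP (Ultra-Glo luciferase/luciferin) served as read-out after a 1 h room-temperature reaction of 5 nM GALK with 35 uM ATP and 100 uM galactose.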
# Menin MLL FP TR – displaces Texas Red mutant MLL peptide from human menin. O00255. Menin + Texas Red MLL mutant peptide, fluorescence polarization. Potency, µM (highest dose often 61.6 µM), without a hit: at the highest dose FP activity change, negative = inhibition, usual class: inhibitors. 0.23% of 270,000 active. AID 1768; active = well fitted inhibition curve with a large enough effect in the polarisation, with a control signal flat, not every such curve was filed as active; inconclusive = small, poorly fitted or top-dose-only effect, or effect the other way, or a change in a side signal; inactive = no such curve, though single readings can be large or run the other way; the % refers to the polarisation; note: potency is the fitted concentration of half-maximal effect; % of control where 0% means no effect; many of its hits are not listed in these tables
# FBPA coupling cs – inhibits coupling enzyme system, counter-screen for aldolase hits. coupling enzyme system counterscreen, AmpLite Red fluorescence. 0.67% of 290,000 active. activity change, negative = inhibition, % at 58.2 µM, hits read low; in the data active = activity change below about -30%; note: % is set by controls: 0 for no effect and ±100 for the full control effect
#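 Fluorescence at 525 nm excitation and 598 nm emission measured inhibition of the coupled detection system without aldolase. Compounds (at 57.5 uM final) were preincubated 10 min at room temperature with coupling enzyme reagent before a 20 min substrate/AmpLite Red step.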
# Giardia killer – Giardia lamblia killing. 0.15% of 340,000 active. Giardia lamblia trophozoite viability. activity change, % at 7.66 µM, hits read low; in the data active = activity change below about -80%; inconclusive = between about -30% and that limit;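 note: parasites exposed to compound for two days anaerobically before the ATP read; % is set by controls: 0 for no effect and ±100 for the full control effect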
#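 ATP-content bioluminescence gauges trophozoite survival. Cells (100/well) receive compound and incubate anaerobically for 48 hrs at 37 deg C; detection reagent follows for 15-30 min at room temperature.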
# USP2a inh – USP2a (human) protease inhibition. O75604. USP2 core, Ub-CHOP2 coupled fluorogenic reporter, 485/531. Potency, µM (top dose mostly 38.3 µM), inactives show at the highest dose activity change, negative = inhibition, usual class: inhibitors. 0.01% of 330,000 active;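 note: potency is the fitted concentration of half-maximal effect; plate controls were DMSO wells for no effect and full inhibition by NEM control for full effect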
#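 USP2 core (10nM final) preincubated 30min RT with compound in 20mM Tris-HCl pH 8.0, 2mM CaCl2, 2mM beta-mercaptoethanol, 0.05% CHAPS; 25nM Ub-CHOP2 plus 25nM reporter substrate added, fluorescence (Ex485/Em531) read after 60min.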
# An asterisk follows results filed as active; ? = inconclusive; . = not tested or not shown; [ ] = dose if it differs, or a comment. Unless noted, calls come from the whole dose curve; as a rule, active = well fitted curve in the direction sought with a large enough effect; inconclusive = small, poorly fitted or top-dose-only effect, or another doubt; inactive = no such curve, though single readings can be large; an effect the other way counts as inactive or inconclusive.
# Results follow in this order: Menin MLL FP TR | B2AR arrestin | hERG WT inh | KCNH2 3.1 inh | Giardia killer | GALK inhibitor | USP2a inh | FBPA coupling cs | CXXC DNA block | TRPV1 ag | PKM2 act
- O=C(CC(=O)NN=C1CCCC1)NCCc1ccccc1
→ -7% | -0.2% | -6 | 24 | -4 | . | 3% | 0 | -14% | -4 | -2%
- CCc1sc(C(=O)Nc2cccnc2)cc1Br
→ . | -0.2% | 10 | 6 | 12 | 3% | 1% | . | -9% | ? | -5%
- COc1ccc(-c2csc3ncnc(N4CCN(S(=O)(=O)c5cccc(C(F)(F)F)c5)CC4)c23)cc1
→ . | 0.0% | 4 | -9 | -11 | . | 1% | . | . | -1 | .
- O=C(CCN1CCN(c2ccccc2F)CC1)Nc1ccccc1Cl
→ -28% | -1.1% | 5 | -10 | -9 | 1% | 1% | -1 | 6% | ? | .
- CCOC(=O)N1CCN(C(=O)CN(c2ccc(OC)c(OC)c2)S(C)(=O)=O)CC1
→ -23% | 0.0% | -15 | 2 | -4 | 2% | 3% | 4 | -7% | 2 | -2%
- O=C(C1CCN(S(=O)(=O)c2ccccc2)CC1)N1CCOCC1
→ -7% | -2.0% | 2 | -8 | -6 | 3% | 5% | 2 | 1% | 3 | 2%
- CCN(CC)CCSc1nc(O)c(-c2ccccc2)c(=O)n1-c1ccccc1
→ -3% | 0.3% | -1 | 3 | -7 | 0% | 13% | 1 | 4% | 1 | 6%
- CC(=O)Nc1ccc(S(=O)(=O)N2CCC(C(=O)NCCC(=O)NCc3ccncc3)CC2)cc1
→ . | -0.9% | -10 | 2 | 3 | 0% | 0% | . | 27% | 0 | .
- O=C(Cc1ccccc1)Nc1cc(C(=O)c2ccccc2)ccc1N1CCOCC1
→ 0% | -0.1% | 3 | -19 | 17 | 0% | -4% | 0 | 4% | ? | -4%
- O=C(Nc1ccccc1)Nc1nnc(Cc2ccccc2F)s1
→ -23% | -0.8% | -13 | 10 | -7 | -2% | 0% | -1 | 0% | -3 | 1%[11.5 µM]
- Cn1c(=O)c(-c2ccccc2)nn2c3ccccc3nc12
→ 6% | -0.3% | 3 | 6 | -2 | 3% | 2% | 0 | -1% | 9 | -4%
- CN(C)CCCN(Cc1ccccc1)C(=S)Nc1cccc(C(F)(F)F)c1
→ -6% | -1.0% | 7 | 8 | -19 | 0% | 0% | 1 | -2% | 1 | 6%
- CC(C)c1ccc(NC(=O)C2CCCN(S(=O)(=O)c3cccnc3)C2)cc1 (stereo unspecified)
→ -12% | 0.5% | 1 | -22 | -12 | -3% | -1% | -8 | -13% | -4 | 0%
- COc1ccc2[nH]c3c(=O)n(CCCC(=O)NC4CCC(C)CC4)c(=S)[nH]c3c2c1 (stereo unspecified)
→ . | -0.3% | 5 | -21 | -15 | -1% | 3% | . | -1% | 1 | .
- COc1ccc(C(CNC(=O)Cc2ccccc2Cl)N2CCCCC2)cc1 (stereo unspecified)
→ -12% | -0.3% | 9 | 6 | 0 | 0% | 0% | 0 | -7% | 3 | -14%
- COc1ccc(NC(=O)CSc2nnc(-c3ccccc3F)n2C2CC2)cc1S(N)(=O)=O
→ 6% | 0.1% | -9 | -10 | -13 | -1% | 8% | 3 | 4% | -4 | 0%
- CC(=O)c1ccc(NC(=S)NC(=O)/C=C/c2ccccc2)cc1
→ 0% | 0.1% | 13 | 1 | -23 | 0% | 0% | -3 | 2% | 2 | 0%
- COc1ccccc1OCCSc1nc2ccccc2n1CC(N)=O
→ 1% | -0.2% | -28 | 12 | 14 | . | 3% | 1 | 3% | -9 | .
- O=S1(=O)[C@H]2C[C@H](CO)O[C@@]2(CO)CN1Cc1ccc(-c2ccc(F)cc2)cc1
→ . | 2.2% | -26 | 15 | -3 | . | 3% | . | . | . | .

# Retrieved one by one from the list above:
# Results follow in this order: Menin MLL FP TR | B2AR arrestin | hERG WT inh | KCNH2 3.1 inh | Giardia killer | GALK inhibitor | USP2a inh | FBPA coupling cs | CXXC DNA block | TRPV1 ag | PKM2 act
- O=C(C1CCN(S(=O)(=O)c2ccccc2)CC1)N1CCOCC1
→ -7% | -2.0% | 2 | -8 | -6 | 3% | 5% | 2 | 1% | 3 | 2%
- CC(C)c1ccc(NC(=O)C2CCCN(S(=O)(=O)c3cccnc3)C2)cc1 (stereo unspecified)
→ -12% | 0.5% | 1 | -22 | -12 | -3% | -1% | -8 | -13% | -4 | 0%
- O=C(CC(=O)NN=C1CCCC1)NCCc1ccccc1
→ -7% | -0.2% | -6 | 24 | -4 | . | 3% | 0 | -14% | -4 | -2%

# Structures shown so far containing an aryl thioether with sulfur outside any ring (three):
# Results follow in this order: Menin MLL FP TR | B2AR arrestin | hERG WT inh | KCNH2 3.1 inh | Giardia killer | GALK inhibitor | USP2a inh | FBPA coupling cs | CXXC DNA block | TRPV1 ag | PKM2 act
- CCN(CC)CCSc1nc(O)c(-c2ccccc2)c(=O)n1-c1ccccc1
→ -3% | 0.3% | -1 | 3 | -7 | 0% | 13% | 1 | 4% | 1 | 6%
- COc1ccc(NC(=O)CSc2nnc(-c3ccccc3F)n2C2CC2)cc1S(N)(=O)=O
→ 6% | 0.1% | -9 | -10 | -13 | -1% | 8% | 3 | 4% | -4 | 0%
- COc1ccccc1OCCSc1nc2ccccc2n1CC(N)=O
→ 1% | -0.2% | -28 | 12 | 14 | . | 3% | 1 | 3% | -9 | .

# Screening data: PubChem BioAssay, National Center for Advancing Translational Sciences (NCATS)

# Only part of the results is shown; rates above refer to the full screens.
